Screening data (PubChem BioAssay)
SIRT5 inh = SIRT5 desuccinylase inhibitors, primary screen, biochemical, fluorescence imaging, single point, set 5; AID 652115, 2013; NAD-dependent protein deacylase sirtuin-5, mitochondrial (Homo sapiens), Q9NXA8; actives 1.1% (n = 330,000); inhibition, % at 15 µM; Purified SirT5, succinyl-peptide AMC, trypsin-coupled fluorescence; in the data active = inhibition above about 15%
LGR2 inh = inhibitors of bursicon-induced LGR2 CRE-luciferase signal, primary screen, cell-based, HEK293, CRE-luciferase reporter, bursicon stimulation; actives 0.35% (n = 380,000); inhibition, % at 9.99 µM; bursicon-stimulated, 4 h; Drosophila bursicon receptor LGR2 (rickets);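 active = drop in luminescence signal, shown as inhibition above about 50% in the replicate tests, limit read from the data, passing the limit was not always enough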;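 note: agonist challenge used bursicon conditioned medium at about half maximal strength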
Cneo AK release = Cryptococcus neoformans cell lysis inducers, primary screen, AK release luminescence, single concentration | C. neoformans lysis, adenylate kinase release luminescence, 4 h; normalised: neutral wells 0, clomiphene wells 100 | lysis activity, % at 15 µM | actives 0.2% (n = 360,000);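 active = mean lysis activity across replicates of at least 80%, whatever share of replicates individually reach that level; inactive = mean lysis activity below 80%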
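Material: C. neoformans cells | Amount: Yeast cell density of 5 × 10^6 cells/mL | Medium: Fresh YPD growth medium | Dosing: Single dose | Times: Static 4 h at 37 °C with compound, 1 h detection | Detection: AK luminescence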
PGC1a acetyl inh = inhibitors of PGC1a acetylation signal, primary screen, cell-based, U2OS, AlphaScreen, inhibitor mode; AID 651687, 2012; inhibition, % at 15.6 µM; AlphaScreen anti-acetyl-lysine; with virally co-expressed GCN5 acetyltransferase; actives 0.17% (n = 350,000);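 active = every replicate shows inhibition of at least 40%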;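 note: 0% = neutral control wells and 100% = positive control wells; some results beyond the cut were filed as inactive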
Xi reactivation = activators of inactive X chromosome reactivation, primary screen, imaging, XiGFP fibroblasts, GFP high-content imaging, set 2 | XiGFP mouse fibroblasts, % GFP-positive cells imaging, 3 d; cells co-treated with 5-aza-dC sensitizer; scaled so ellipticine positive control = 100% | activation, % at 7.58 µM | actives 0.055% (n = 360,000);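 active = mean normalized replicate activation at least 10% and every replicate at or above 10%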;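 note: 0% = median of on-plate neutral control wells and 100% = ellipticine 6 µM median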
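Material: XiGFP fibroblasts, SV40-immortalized. Buffer or medium: DMEM plus 5-aza-dC sensitizer. Compound: single concentration per compound, delivered by pin transfer. Times: 3 days compound exposure. Controls: ellipticine 6 µM.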
S100A4 inh HTS = inhibitors of S100A4-myosin IIA peptide binding, primary screen, biochemical, fluorescence polarization, TAMRA-MyoIIA peptide | actives 0.14% (n = 360,000) | Protein S100-A4 (Homo sapiens), P26447 | AID 652163, 2013 | inhibition, % at 10.7 µM;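 active = mean inhibition of at least 70% across replicates, with every replicate also reaching that level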
Target sequence (P26447 whole entry, looked up): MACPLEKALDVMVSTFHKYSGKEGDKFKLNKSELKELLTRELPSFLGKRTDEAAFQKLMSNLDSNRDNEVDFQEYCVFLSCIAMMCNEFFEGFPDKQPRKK
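Material: S100A4 monomer (human). Medium: Calcium-containing HEPES buffer, pH 7.2. Probe or stimulus: labelled myosin peptide probe, 5 nM. Compound dosing: one concentration per compound. Timing: polarization read 5 min after assay mix addition, stable 5–60 min. Benchmarks: DMSO as neutral control, TFP as positive control.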
ERAP1 HTS inh = human ERAP1 aminopeptidase inhibitors, primary screen, biochemical, single point, plate reader; actives 0.15% (n = 340,000); Endoplasmic reticulum aminopeptidase 1 (Homo sapiens), Q9NZ08; AID 652197, 2013; inhibition, % at 10.7 µM; recombinant ERAP1, Leu-AMC fluorescence, 60 min;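 active = mean replicate inhibition of at least 30%, or all replicates individually reaching that 30% level; inactive = mean below 30% and not every replicate reaching it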;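 note: 0% = neutral control wells and 100% = L-leucinethiol positive control wells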
Target sequence (Q9NZ08 whole entry, looked up): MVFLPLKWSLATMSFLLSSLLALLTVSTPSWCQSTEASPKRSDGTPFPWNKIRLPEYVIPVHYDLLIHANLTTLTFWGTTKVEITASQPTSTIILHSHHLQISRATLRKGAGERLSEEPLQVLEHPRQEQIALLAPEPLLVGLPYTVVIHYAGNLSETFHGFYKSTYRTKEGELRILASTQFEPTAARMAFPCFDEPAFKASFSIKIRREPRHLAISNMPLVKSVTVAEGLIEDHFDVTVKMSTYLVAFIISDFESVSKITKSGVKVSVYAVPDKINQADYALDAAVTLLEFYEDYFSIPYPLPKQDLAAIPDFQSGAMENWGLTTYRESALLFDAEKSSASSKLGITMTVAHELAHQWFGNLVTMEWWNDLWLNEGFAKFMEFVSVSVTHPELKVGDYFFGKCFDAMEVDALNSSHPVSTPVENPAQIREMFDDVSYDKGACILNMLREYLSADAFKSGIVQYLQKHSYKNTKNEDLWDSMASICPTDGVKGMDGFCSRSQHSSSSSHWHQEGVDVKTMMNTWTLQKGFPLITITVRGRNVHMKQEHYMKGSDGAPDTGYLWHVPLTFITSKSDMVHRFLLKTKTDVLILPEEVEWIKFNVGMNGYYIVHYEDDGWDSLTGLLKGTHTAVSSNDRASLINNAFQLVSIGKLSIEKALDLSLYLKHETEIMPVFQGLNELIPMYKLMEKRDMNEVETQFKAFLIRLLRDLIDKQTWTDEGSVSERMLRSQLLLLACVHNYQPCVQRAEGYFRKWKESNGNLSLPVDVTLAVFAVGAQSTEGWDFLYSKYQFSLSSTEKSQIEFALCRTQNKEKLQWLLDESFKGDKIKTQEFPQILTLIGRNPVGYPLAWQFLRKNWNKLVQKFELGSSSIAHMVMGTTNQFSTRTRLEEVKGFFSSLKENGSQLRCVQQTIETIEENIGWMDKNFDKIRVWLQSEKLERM
C2C12 statin = suppressors of statin myotoxicity in C2C12 myotubes, primary screen, cell-based, single point, plate reader. C2C12 myotubes + simvastatin, ATP luminescence, 48 h; scaled: DMSO 0, geranylgeraniol control 100. rescue of ATP level, % at 7.49 µM. actives 0.78% (n = 330,000);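 active = mean ATP rescue above about 67%, or every replicate alone reaching that limit, limit read from the data, passing the limit was not always enough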;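 note: myotubes were challenged with 10 µM simvastatin during compound exposure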
Active calls of the source: *; . = no result given; & = joins results of further samples. An excerpt. The share of hits here may be higher or lower than overall.

[1] O=C(c1cc(-c2ccccc2)nc2ccccc12)N1CCCC1
[2] CN1CCN(C(=O)C[C@H]2C[C@H]3c4cc(NC(=O)c5ccc6c(c5)OCO6)ccc4O[C@H]3[C@H](CO)O2)CC1
[3] CCOC(=O)c1ccc(NC(=O)c2ccccc2C)cc1
[4] CC1(C(=O)NCc2ccccc2)CN(S(C)(=O)=O)CC(=O)N1Cc1cccs1 (configuration not stated)
[5] CC(=O)NC(=S)Nc1cccc([N+](=O)[O-])c1
[6] CC(C)CN(C(=O)COC(=O)CCc1nc2ccccc2s1)c1c(N)n(Cc2ccccc2)c(=O)[nH]c1=O
[7] O=S(=O)(c1ccc(Br)cc1Cl)N1CCN(CCO)CC1
[8] CCOc1cccc(/C=N/NC(=S)NCCN2CCOCC2)c1O

screen / no.	1	2	3	4	5	6	7	8
SIRT5 inh	-3	1	.	1	-1	1	-1	-4
LGR2 inh	-7	4	-30	-27	-8	1	8	26
Cneo AK release	1	-4	-3	.	.	1	-1	.
PGC1a acetyl inh	0	-5	3	.	1	-12	1	.
Xi reactivation	-0.1	0.0	0.2	0.1	0.0	0.0	0.0	0.0
S100A4 inh HTS	0	13	.	-6	-4	10	-5	-1
ERAP1 HTS inh	-2	-3	.	.	0	-1	-3	3
C2C12 statin	24	0	4	.	.	-10	12	.

[9] COc1ccc(NC(=O)Nc2ccccc2SC)cc1
[10] Cc1ccnc(NC(=O)c2cccc(OC(F)F)c2)n1
[11] COc1ccccc1NC(=O)NNC(=O)c1ccncc1
[12] COc1cccc(/C=C2\SC(=S)N(CC3CCCO3)C2=O)c1 (configuration not stated)
[13] CC(C)(C)S(=O)(=O)N1C[C@@H]2C(=C(CCO)C[C@@H]3C(=O)N(c4ccccc4)C(=O)[C@@H]32)[C@H]1CCO
[14] C[C@H]1CCCCO[C@H](CN(C)C(=O)Nc2ccc(C(F)(F)F)cc2)[C@@H](C)CN([C@@H](C)CO)C(=O)c2cc(NS(=O)(=O)c3ccc(F)cc3)ccc2O1
[15] CC(C)NC(=O)N(C)C[C@H]1OCCCC[C@@H](C)Oc2ccc(NC(=O)c3ccncc3)cc2C(=O)N([C@@H](C)CO)C[C@H]1C
[16] COc1ccc2c(c1)OC[C@H]1[C@H]2N2C(=O)c3ccc(C)cc3NC(=O)[C@@]2(C)[C@H]1c1ccccc1

screen / no.	9	10	11	12	13	14	15	16
SIRT5 inh	-1	.	-1	-1	1	4	0	.
LGR2 inh	-44	-5	-1	-65	-7	17	6	22
Cneo AK release	-3	5	1	.	.	-4	-6	5
PGC1a acetyl inh	-5	.	-1	.	.	-3	9	7
Xi reactivation	0.0	0.0	0.1	0.0	-0.1	0.1	0.3	0.5
S100A4 inh HTS	-3	-23	-5	-16	-18	-11	-7	.
ERAP1 HTS inh	1	4	0	0	-5	0	1	.
C2C12 statin	-28	-1	6	.	.	.	24	10

Reformatted with tabs: part of the list above
no.	SMILES	SIRT5 inh	LGR2 inh	Cneo AK release	PGC1a acetyl inh	Xi reactivation	S100A4 inh HTS	ERAP1 HTS inh	C2C12 statin
14	C[C@H]1CCCCO[C@H](CN(C)C(=O)Nc2ccc(C(F)(F)F)cc2)[C@@H](C)CN([C@@H](C)CO)C(=O)c2cc(NS(=O)(=O)c3ccc(F)cc3)ccc2O1	4	17	-4	-3	0.1	-11	0	.
10	Cc1ccnc(NC(=O)c2cccc(OC(F)F)c2)n1	.	-5	5	.	0.0	-23	4	-1
6	CC(C)CN(C(=O)COC(=O)CCc1nc2ccccc2s1)c1c(N)n(Cc2ccccc2)c(=O)[nH]c1=O	1	1	1	-12	0.0	10	-1	-10
16	COc1ccc2c(c1)OC[C@H]1[C@H]2N2C(=O)c3ccc(C)cc3NC(=O)[C@@]2(C)[C@H]1c1ccccc1	.	22	5	7	0.5	.	.	10

Next entries.
[17] O=C(Oc1cccc(C(=S)N2CCOCC2)c1)c1ccccc1
[18] Cc1ccc(NC(=O)c2cc(S(=O)(=O)NCCc3ccccc3)ccc2F)cc1Cl
[19] CC(C(=O)Nc1ccc2c(c1)OCO2)n1cnc2c1c(=O)n(C)c(=O)n2C (configuration not stated)
[20] CCCNC(=O)N[C@H]1CC[C@@H](CCNS(=O)(=O)c2cccc(F)c2)O[C@@H]1CO
[21] COc1ccc(C(=O)Nn2c(SCc3cccc([N+](=O)[O-])c3)nc3ccccc3c2=O)cc1
[22] CC1CCN(CCOCCOc2ccccc2Br)CC1
[23] CCOC(=O)c1sc(SC)c(C(C)=O)c1C
[24] Cc1nc(C(=O)NCCCO)cc2c1[nH]c1ccccc12

screen / no.	17	18	19	20	21	22	23	24
SIRT5 inh	-2	.	-4	-1	.	-1	.	-4
LGR2 inh	1	-4	9	8	13	2	-1	9
Cneo AK release	-1	-1	-4	-1	-1	1	-2	.
PGC1a acetyl inh	.	-8	7	8	6	.	5	.
Xi reactivation	0.2	0.1	0.1	-0.2	.	0.2	.	0.0
S100A4 inh HTS	-6	.	-3	-17	.	-1	.	-2
ERAP1 HTS inh	-2	.	-3	4	.	-2	.	2
C2C12 statin	-1	.	3	-85	3	.	7	-22

[25] O=C(O)c1ccccc1CN1C[C@H]2O[C@H](CNS(=O)(=O)c3ccc(Cl)cc3)CC[C@H]21
[26] Cc1cc(C)c(NC(=O)CS(=O)CC(=O)N2CCN(c3cccc(C)c3C)CC2)c(C)c1 (configuration not stated)
[27] Nc1[nH]ncc1-c1ccccc1
[28] C[C@@H]1CCCCO[C@@H](CN(C)C(=O)Nc2ccc3c(c2)OCO3)[C@H](C)CN([C@@H](C)CO)C(=O)c2cc(NS(=O)(=O)c3cn(C)cn3)ccc2O1
[29] O=C(C1=C[C@@H](c2ccc3c(c2)OCO3)C[C@@H](OCc2ccc(CO)cc2)O1)N1CCCCCCC1
[30] O=C(CCS(=O)(=O)c1ccc(F)cc1)Nc1nnc(-c2ccco2)o1
[31] COc1ccc(NC(=O)Nc2ccc3c(c2)[C@@H]2C[C@@H](CC(=O)N[C@@H](C)c4ccccc4)O[C@H](CO)[C@@H]2O3)cc1
[32] Cc1cccc(C)c1NC(=O)C1(C)CN(S(C)(=O)=O)CC(=O)N1Cc1ccc2c(c1)OCO2 (configuration not stated)

screen / no.	25	26	27	28	29	30	31	32
SIRT5 inh	-9	-4	0	1	2	-1	-16	-3
LGR2 inh	.	4	.	-17	.	-8	-6	9
Cneo AK release	.	-1	.	1	0	.	-11	.
PGC1a acetyl inh	0	4	-15	3	.	.	-12	.
Xi reactivation	.	0.0	0.0	-0.1	.	0.0	0.3	0.0
S100A4 inh HTS	5	-2	3	0	-23	3	39	-5
ERAP1 HTS inh	-3	0	2	1	-2	-1	0	-5
C2C12 statin	.	5	2	.	.	.	7	.

[33] CS(=O)(=O)N1CCN(CCN2C(=O)c3cccc4cccc(c34)C2=O)CC1
[34] C/C=C/c1ccc([C@H]2[C@H](CO)N[C@H]2CN(C(=O)C2CCCC2)C(C)C)cc1
[35] CC(=O)N(C)C[C@@H]1Oc2cc(-c3ccccc3C)ccc2S(=O)(=O)N([C@@H](C)CO)C[C@@H]1C
[36] Cc1ccc(Cl)cc1N1CCN(S(=O)(=O)c2cnc[nH]2)CC1
[37] O=C(Nc1cccnc1)c1cc(-c2ccc(Br)cc2)on1
[38] C=CCNC(=O)NC(=O)COC(=O)[C@H](C)NS(=O)(=O)c1c(C)c(C)cc(C)c1C
[39] CO[C@H](CN(C)S(=O)(=O)c1cccc(Cl)c1)[C@H](C)CN([C@H](C)CO)S(=O)(=O)c1cccc(Cl)c1
[40] COc1cccc(COc2ccc3c(C)cc(=O)oc3c2)c1

screen / no.	33	34	35	36	37	38	39	40
SIRT5 inh	-4	.	4	0	-5	-1	-6	-5
LGR2 inh	6	16	-33	-6	-41	-17	0	-85
Cneo AK release	.	0	3	-1	-2	.	58	0
PGC1a acetyl inh	.	0	3	16	13	.	-35	-8
Xi reactivation	0.0	0.0	-1.8	-0.1	0.0	-0.2	0.0	0.0
S100A4 inh HTS	2	.	-6	-12	-15	-2	12	-3
ERAP1 HTS inh	-3	.	-2	5	4	.	-1	0
C2C12 statin	.	-11	-24	21	14	.	-10	9

[41] CCCn1cc(CN2CCC(N3CCC(C(=O)N4CCOCC4)CC3)CC2)c(C)n1
[42] OCC[C@@H]1C[C@H](O)[C@@H](O)[C@]2(OCc3ccc4ccccc4c32)O1
[43] COc1ccccc1OCC(=O)Nc1ccccc1C(=O)NCc1cccnc1
[44] COc1cc(-c2cc(C(=O)Nc3ccc(S(=O)(=O)Nc4ncccn4)cc3)c3ccccc3n2)cc(OC)c1OC
[45] CC(C)NC(=O)N(C)C[C@H]1Oc2cc(-c3ccccc3)ccc2S(=O)(=O)N([C@H](C)CO)C[C@@H]1C
[46] O=C(O)c1cc(C(=O)O)cc(N2C(=O)c3ccccc3C2=O)c1
[47] C[C@@H]1CN([C@@H](C)CO)C(=O)c2cc(NS(C)(=O)=O)ccc2O[C@@H](C)CCCCO[C@@H]1CN(C)C
[48] CN(C(=O)CSc1nnc(Cc2ccccc2F)n1N)C1CCCCC1

screen / no.	41	42	43	44	45	46	47	48
SIRT5 inh	7	12	-7	0	0	.	25*	.
LGR2 inh	15	5	-4	-4	7	-2	11	-15
Cneo AK release	-2	-3	5	.	-3	.	0	.
PGC1a acetyl inh	-2	-7	.	-1	-2	.	0	.
Xi reactivation	0.0	0.1	0.2	0.2	-1.0	0.2	0.3	0.2
S100A4 inh HTS	-4	5	-19	-13	11	-2	6	3
ERAP1 HTS inh	-1	12	-1	4	0	-8	3	-2
C2C12 statin	3	3	3	.	.	.	-6	.

[49] COc1ccc(CN2CCN(C(=O)c3ccc4c(c3)CCC4)CC2)cc1OC
[50] O=C1[C@@H]2CSCN2C(=O)CN1Cc1ccccc1F
[51] C/C=C/c1ccc(C2[C@H]3CNC[C@@H]2N3Cc2ccccc2OC)cc1 (some centres not stated)
[52] NC(=O)C1CCN(C(=O)CNC(=O)c2ccccc2)CC1
[53] Cc1cc(C)c(S(=O)(=O)c2ccccc2Cl)c(Cl)n1
[54] O=C1CCc2cc(S(=O)(=O)Nc3ccccc3F)ccc2N1
[55] Cc1cccc(Nc2nnc(SCC(=O)NC(=O)CN3CCCC3=O)s2)c1
[56] CCCN1C2=C(C(=O)CC(C)(C)C2)C(c2ccc(F)cc2)C2=C1c1ccccc1C2=O (configuration not stated)
[57] Cc1cccc(C)c1NC(=O)c1cccc(N2C(=O)C3CCC(C)CC3C2=O)c1 (configuration not stated)

screen / no.	49	50	51	52	53	54	55	56	57
SIRT5 inh	-1	1	7&-3	.	0	-2	9	.	1
LGR2 inh	-6	9	1&11	1	1	2	-13	2	7
Cneo AK release	2	.	.	-1	.	0	0	-1	2
PGC1a acetyl inh	5	.	-3&-5	.	-6	7	-9	-1	-5
Xi reactivation	0.6	0.1	0.1&0.1	0.1	0.0	0.0	0.3	.	-0.1
S100A4 inh HTS	-7	-5	-17&3	-1	-10	0	-1	.	5
ERAP1 HTS inh	0	0	1&-2	.	2	-1	-1	.	-4
C2C12 statin	1	2	.	1	.	6	3	-41	-1
